Screening results deposited in PubChem by Broad Institute.
miR-122 sensor – miR-122 inhibition in Huh7 cells. Huh7 miR-122 Renilla luciferase sensor, 48 h; neutral wells = 0, positive control = 100. activation (reporter increase), % at 12.5 µM. hit rate 0.3% among 340,000. AID 602342;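 active = mean replicate activation score at least 90 and every replicate individually at or above 90; inconclusive = only one of the two criteria met; inactive = neither criterion met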;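 also: higher luciferase means less miR-122 activity so hits act as miR-122 inhibitors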
E-sel inducer – E-selectin induction on HUVECs; hit rate 0.37% among 260,000; activation, % at 7.58 µM; AID 686992; HUVEC E-selectin immunofluorescence imaging; normalized: neutral wells 0, TNF-alpha wells 100;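 active = mean E-selectin-positive cell signal at least 10% of the positive control, reached in at least 60% of replicates, without over 20% cell loss; inconclusive = no rule given, readout overlaps actives, possibly toxicity-flagged; inactive = the rest, including those meeting only one limit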;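 also: in these data hits start at about 27%; measured in HUVEC primary endothelial cells; signal is the percent of cells scored E-selectin positive by PE staining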
Target sequence (P16581 whole entry, looked up): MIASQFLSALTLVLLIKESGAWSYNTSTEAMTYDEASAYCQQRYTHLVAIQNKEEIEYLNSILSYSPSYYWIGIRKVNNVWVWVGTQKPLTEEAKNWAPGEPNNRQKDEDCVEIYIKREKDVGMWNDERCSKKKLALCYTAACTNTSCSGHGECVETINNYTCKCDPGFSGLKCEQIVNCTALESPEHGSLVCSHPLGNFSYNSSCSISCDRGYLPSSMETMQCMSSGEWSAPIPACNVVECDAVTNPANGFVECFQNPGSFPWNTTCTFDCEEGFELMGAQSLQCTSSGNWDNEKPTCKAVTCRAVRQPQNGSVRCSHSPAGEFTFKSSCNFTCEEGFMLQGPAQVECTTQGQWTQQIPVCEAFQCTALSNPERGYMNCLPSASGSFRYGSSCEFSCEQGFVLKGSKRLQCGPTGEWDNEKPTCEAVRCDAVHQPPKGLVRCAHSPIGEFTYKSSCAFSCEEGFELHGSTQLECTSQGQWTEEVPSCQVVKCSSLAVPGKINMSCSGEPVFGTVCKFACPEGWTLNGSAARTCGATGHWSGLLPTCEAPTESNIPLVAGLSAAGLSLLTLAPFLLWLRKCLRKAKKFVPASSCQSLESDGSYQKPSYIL
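Assay system: HUVEC, human umbilical vein endothelial cells / Amount: 3,000 HUVEC/well / Controls: TNF-alpha positive control, DMSO neutral control / Compound dosing: single concentration / Medium: EGM-2 over gelatin coat / Evaluation: percent E-selectin-positive cells / Signal: immunofluorescence imaging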
PglD DTNB – PglD (C. jejuni) enzyme inhibition; hit rate 0.098% among 360,000; purified PglD enzyme, DTNB colorimetric CoA detection; inhibition, % at 12.5 µM; in the data active = inhibition above about 16%, passing the limit was not always enough; inconclusive = no clear call, values can overlap the other calls; also: strong numbers were not always called active
RAD54 inh – blocks human RAD54 Holliday junction branch migration; Q92698; FAM/BHQ fluorescence; inhibition, % at 10.4 µM; hit rate 0.14% among 360,000;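 active = mean normalized replicate activity at least 40 and at least half of replicates scoring 40 or more; inconclusive = only one of the two criteria met; inactive = mean below 40 and under half of replicates reaching 40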;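 also: 0% = median of neutral control wells and 100% = median of positive control wells; inhibitors cause a drop in the FAM fluorescence signal; in these data hits start at about 50%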
PGC1a acetyl inh – modulators of PGC1a acetylation | inhibition, % at 15.6 µM | U2OS PGC1a acetylation, AlphaScreen anti-acetyl-lysine; with virally co-expressed GCN5 acetyltransferase | hit rate 0.17% among 350,000 | AID 651687;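 active = every replicate shows inhibition of at least 40%; inconclusive = mean inhibition at least 40% but some replicate below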;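 also: 0% = neutral control wells and 100% = positive control wells; some results beyond the cut were filed as inactive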
Cneo AK release – causes C. neoformans cell lysis; adenylate kinase release luminescence, 4 h; normalised: neutral wells 0, clomiphene wells 100; lysis activity, % at 15 µM; AID 651654; hit rate 0.2% among 360,000;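 active = mean lysis activity across replicates of at least 80%, whatever share of replicates individually reach that level; inactive = mean lysis activity below 80%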
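Material – Cryptococcus neoformans yeast cells · Quantity – 5 × 10^6 yeast cells/mL · Buffer or medium – YPD medium · Compound – single dose · Timing – 4 h static compound exposure, 37 °C, read 1 h post-reagent · Signal – adenylate kinase release luminescence · Read-out basis – lysis from increased AK signal · Benchmarks – Clomiphene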
ERAP1 inh – blocks human ERAP1 aminopeptidase activity; inhibition, % at 10.7 µM; recombinant ERAP1, Leu-AMC fluorescence, 60 min; Q9NZ08; hit rate 0.15% among 340,000;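 active = mean replicate inhibition of at least 30%, or all replicates individually reaching that 30% level; inactive = mean below 30% and not every replicate reaching it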;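 also: 0% = neutral control wells and 100% = L-leucinethiol positive control wells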
RAD52 anneal inh – blocks human RAD52 DNA annealing. P43351. recombinant RAD52 DNA annealing, FRET fluorescence. inhibition, % at 18.7 µM. hit rate 0.46% among 360,000. AID 651710;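 active = every replicate showing at least 50% inhibition; inconclusive = mean inhibition at least 50% but not in every replicate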
Target sequence (P43351 whole entry, looked up): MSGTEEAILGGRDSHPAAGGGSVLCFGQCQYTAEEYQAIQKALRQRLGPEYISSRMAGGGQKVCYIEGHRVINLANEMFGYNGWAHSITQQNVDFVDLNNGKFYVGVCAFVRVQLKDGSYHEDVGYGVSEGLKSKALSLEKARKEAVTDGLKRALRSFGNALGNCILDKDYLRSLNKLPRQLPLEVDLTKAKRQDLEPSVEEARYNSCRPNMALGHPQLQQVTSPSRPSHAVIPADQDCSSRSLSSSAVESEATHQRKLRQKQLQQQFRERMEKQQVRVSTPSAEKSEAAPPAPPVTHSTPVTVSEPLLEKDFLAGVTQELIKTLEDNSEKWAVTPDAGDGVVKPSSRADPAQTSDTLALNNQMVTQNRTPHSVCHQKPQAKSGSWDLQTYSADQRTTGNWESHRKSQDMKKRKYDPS
An asterisk follows results filed as active; u = inconclusive; x = not tested or not shown; [ ] = dose if it differs, or a comment.

cpd	Molecule	miR-122 sensor	E-sel inducer	PglD DTNB	RAD54 inh	PGC1a acetyl inh	Cneo AK release	ERAP1 inh	RAD52 anneal inh
1	CCn1ncc(/C=N/N=C2\CCC3C4CCc5cc(O)ccc5C4CCC23C)c1C (stereo not given)	9	x	x	-1	10	8	x	x
2	O=C(Nc1ccc2ccccc2c1)c1ccccc1Cl	-5	4.5	1	1	7	-29	-4	-18
3	CCSc1ncc(C#N)c(N)n1	-4	x	1	4	13	4	x	x
4	C=CCCCCCCCCC(=O)Nc1ncccn1	-3	1.9	2	-17	5	-2	2	-10
5	O=C(C1CCCCC1)N1C[C@@H]2[C@H](c3ccccc31)[C@@H](CO)N2C(=O)Cc1ccccn1	0[16.7 µM]	0.2	1	7	7	14	-3	-17
6	CCc1nnc(NC(=O)CSc2ccc(-c3ccc(C)cc3)nn2)s1	x	0.3	x	x	-4	x	5	-20
7	CS(=O)(=O)N1CCCC(C(=O)N2CCOCC2)C1 (stereo not given)	-2	x	-2	6	-5	2	0	2
8	Cc1ccc(CC2CC(=O)N(CCc3ccc4c(c3)OCO4)C2=O)cc1 (stereo not given)	-4	x	-3	-10	5	1	x	x
9	CC1CCCN(C(=O)CCNS(=O)(=O)c2ccc(Br)cc2)C1 (stereo not given)	4	-2.0	-1	5	x	-3	3	-5
10	C/C=C/c1ccc([C@H]2[C@@H](CO)N3C(=O)CN(C(=O)Nc4cc(F)ccc4F)C[C@@H]23)cc1	x	0.0	x	x	0	x	-1	-9
11	CC(C)(C)c1ccc(C(=O)Nn2cnnc2)cc1	4	0.1	2	-4	-3	1	-2	-20
12	CC(=O)c1ccc(N2CCN(S(=O)(=O)c3csc(C(N)=O)c3)CC2)cc1	0	-1.0	3	-3	-50	3	-10	-14
13	CCN(CC)C(=O)C(=O)c1cn(CC(=O)NCc2ccc3c(c2)OCO3)c2ccccc12	4	-1.8	-4	11	0	6	3	-8
14	COc1ccc(NC(=O)Cn2ccc3c(OC)cccc3c2=O)cc1	x	-0.1	x	x	-6	x	-1	-7
15	Cc1ccc(-c2cnc3c(c2)C(=O)N([C@H](C)CO)C[C@H](C)[C@H](CN(C)C)O3)cc1	0[16.7 µM]	-2.8	-1	0	-9	-5	2	-3
16	COc1ccc(CN(CC2CCCO2)S(=O)(=O)c2ccc(-n3cnnn3)c(OC)c2)cc1 (stereo not given)	x	-0.2	x	x	6	x	4	-14
17	Cc1ccccc1CSc1nnc(C)n1N	-4	x	0	-7	14	0	2	-7
18	CC(C)NC[C@@H](O)COc1cccc2ccccc12	3	-0.2	-2	10	x	0	1	9
19	N#CCCN1CCN(S(=O)(=O)c2ccc(S(=O)(=O)N3CCOCC3)cc2)CC1	-6	-0.1	4	2	5	0	1	-13
20	CCN1CCN(Cc2ccc(NC(=O)Nc3ccc(SC)cc3)cc2)CC1	-1	x	3	6	3	-3	x	x
21	Cc1cc(Cl)ccc1OCCCC(=O)NNC(=O)c1ccncc1	x	4.0	-1	1	x	-1	1	-18
22	COC(=O)[C@@H]1CCCN1Cc1nc(Cc2ccccc2F)no1	-2	x	x	x	3	x	-2	-13
23	CCOC(=O)Cn1cc(C(=O)OC)c2ccccc21	0	x	-6	-10	2	-1	x	x
24	CCCN(C)C[C@@H]1Oc2cc(C#Cc3ccccc3)ccc2S(=O)(=O)N([C@@H](C)CO)C[C@@H]1C	0[16.7 µM]	1.0	3	3	2	-2	-4	18
25	CC(=O)C1=C(O)C(CSCc2ccccc2)N(C)C1=O (stereo not given)	3	0.4	x	x	1	x	0	-17
26	O=C(Nc1ccccc1)c1cc(S(=O)(=O)Nc2cccnc2)ccc1Cl	0	0.0	-1	-7	x	7	1	-6
27	CCOC(=O)c1nn(-c2ccc(C)cc2)c(=O)cc1OCC(=O)Nc1cccc(OC)c1	x	9.3	-2	-4	x	0	0	-7
28	Cc1ccc(N(CC(=O)N2CCN(c3ccc(F)cc3)CC2)S(=O)(=O)c2c(C)nn(C)c2C)cc1	-7	0.7	-1	-14	5	-6	5	-17
29	COc1ccc(C(CNC(=O)c2cc(S(=O)(=O)N3CCCCC3)ccc2C)N2CCCC2)cc1 (stereo not given)	-6	-0.8	x	2	4	4	1	-73
30	Cc1ccc2oc(=O)n(CCCOc3ccccc3)c2c1	3	x	-2	-25	-17	-1	x	x
31	C[C@@H]1CCCCO[C@H](CN(C)Cc2ccccc2)[C@@H](C)CN([C@@H](C)CO)C(=O)c2cc(NC(=O)C3CCCCC3)ccc2O1	-4[16.7 µM]	0.8	-1	2	-1	-1	-1	15
32	NC(=O)c1ncn([C@@H]2O[C@H](CNCc3cc(Br)ccc3OCc3ccccc3)[C@@H](O)[C@H]2O)n1	-4	-0.4	5	-5	12	1	2	-22
33	C[C@H]1CCCCO[C@H](CN(C)S(=O)(=O)c2cccs2)[C@@H](C)CN([C@@H](C)CO)C(=O)c2cc(NS(=O)(=O)c3ccc(F)cc3)ccc2O1	7[16.7 µM]	x	-2	-8	-8	-2	-1	18
34	CC(C)C[C@@H](CN1CCC[C@@H]1CN1C(=O)C(=O)NC[C@@H]1Cc1ccccc1)N1C[C@H](Cc2ccccc2)N(CC2CCCCCC2)C(=O)C1=O	5	0.2	0	9	1	0	1	6
35	CN(CC(=O)NCC1CCCO1)S(=O)(=O)c1cc(Cl)ccc1Cl (stereo not given)	-20	x	x	-8	u	-2	x	x
36	CC1CCCCC1NC(=O)C1CCN(S(=O)(=O)c2cccc3nonc23)CC1 (stereo not given)	x	x	3	10	x	1	2	-6
37	CC(=O)N1CCCCN2[C@H](C1)[C@@H](c1ccc(-c3ccc(F)cc3)cc1)[C@@H]2CO	6[16.7 µM]	0.7	0	8	-2	0	2	-5
38	O=C(NCC1CCCO1)c1cc([N+](=O)[O-])ccc1Cl (stereo not given)	-4	-2.0	2	1	1	0	-1	-7
39	CCc1cc(C(=O)N2CCCC(CNS(=O)(=O)c3cccs3)C2)n(C)n1 (stereo not given)	x	2.8	x	x	2	x	4	-9
40	Cc1ccc(S(=O)(=O)NCCOc2cc(C)ccc2C)cc1	x	0.0	4	-7	x	1	-1	-1
41	Cc1nc2ccccc2c(=O)n1NC(=O)Nc1ccccc1	-1	x	4	-8	4	-2	x	x
42	O=C(NCc1ccco1)c1ccc2c(=O)n(CC3CCCO3)c(=S)[nH]c2c1 (stereo not given)	-3	x	-5	5	-2	0	x	x
43	CC(C)CC#Cc1ccc([C@@H]2[C@H](CO)N3C(=O)CN(C(=O)c4cnccn4)C[C@@H]23)cc1	x	1.1	x	x	5	x	1	-10
44	Cn1nc(-c2ccccc2)c(-c2nc(-c3ccc(Cl)cc3)no2)c1Cl	2	x	3	0	-1	0	x	x
45	CC(C)OP(=O)(OC(C)C)C(Nc1ccccc1)c1cccc([N+](=O)[O-])c1 (stereo not given)	-4	x	-3	7	-8	-1	x	-19
46	CCOc1cc(C)c(Cl)cc1S(=O)(=O)N(CC)CC	3	x	x	-12	1	4	x	x
47	C[C@@H]1CCCCO[C@H](CN(C)Cc2ccc(C(F)(F)F)cc2)[C@H](C)CN([C@H](C)CO)C(=O)c2cc(NC(=O)NC3CCCCC3)ccc2O1	0[16.7 µM]	0.4	-3	5	10	-1	1	10
48	CC(C)c1cc(NCC2CCCO2)n2c(nc3ccccc32)c1C#N (stereo not given)	1	x	2	4	-12	0	x	x
49	C[C@@H]1CN([C@@H](C)CO)C(=O)Cc2cc(NC(=O)Nc3cccc4ccccc34)ccc2O[C@@H]1CN(C)Cc1ccc(C(=O)O)cc1	6[16.7 µM]	0.0	-4	-7	2	115*	-2	6
50	O=C(Nc1ccccc1F)N[C@H]1CC[C@H](CCNC(=O)C2CC2)O[C@@H]1CO	x	0.2	-3	-10	-28	-3	0	8
51	COc1ccc(SCCN2CC[C@@H](C(C)(C)C)CCC2=O)cc1	-1	-0.4	4	-10	0	1	0	-7
52	O=C(CN1CCN(C(=O)c2cccs2)CC1)NC1CCCCC1	1	x	-1	-10	-4	6	x	x
53	CCOC(=O)C1C(C(=O)OC)=C(c2ccc(OC)cc2)c2ccc(OC)cc2N1S(=O)(=O)C(F)(F)F (stereo not given)	0	x	-4	1	2	5	x	x
54	C[C@@H]1CN([C@@H](C)CO)S(=O)(=O)c2ccc(/C=C/c3ccccc3)cc2O[C@H]1CN(C)C(=O)CN1CCOCC1	24[16.7 µM]	-0.1	-7	4	9	-17	1	6
55	CCCCC(=O)Nc1cccc2c1C(=O)N(c1ccccc1)C2=O	-4	x	-5	-2	-3	1	x	x
56	CNC[C@H]1OCCCC[C@@H](C)Oc2ccc(NS(=O)(=O)c3ccccc3)cc2C(=O)N([C@H](C)CO)C[C@H]1C	-1[16.7 µM]	0.1	5	8	-6	0	-2	-7
57	Cc1cccc(-c2ccc([C@H]3[C@H](CO)N4CCCCN(S(=O)(=O)c5ccccc5C)C[C@@H]34)cc2)c1	10[16.7 µM]	-0.8	2	10	13	0	-1	-48
58	O=c1ccc2cc3c4c(c2o1)CCCN4CCC3	-3	1.6	-6	-12	9	0	-1	-352
59	O=C(C[C@H]1CC[C@H]2[C@@H](COC[C@H](O)CN2Cc2cc(F)ccc2F)O1)NCc1ccccc1	5[16.7 µM]	0.0	-2	2	-6	-1	1	3
60	Cn1nc(C(F)(F)F)c(/C=N/OCc2c(Cl)cccc2Cl)c1Cl	-1	x	-2	-9	4	1	x	x

Going on with the list:
cpd	Molecule	miR-122 sensor	E-sel inducer	PglD DTNB	RAD54 inh	PGC1a acetyl inh	Cneo AK release	ERAP1 inh	RAD52 anneal inh
61	Cc1cc(SCC(=O)N(C)C2CCCCC2)nc2ccccc12	6	-1.8	-85	-10	6	-2	4	-18
62	N#Cc1ccc(-c2ccc3c(c2)[C@@H]2[C@@H](CCN2C(=O)CN2CCOCC2)[C@H](CO)N3)cc1	-5[16.7 µM]	-0.5	-3	4	-18	1	-10	1
63	CC(OC(=O)c1ccc2c(c1)S(=O)(=O)c1ccccc1C2=O)C(N)=O (stereo not given)	-7	-0.1	x	x	-7	x	-4	-19
64	CCS(=O)(=O)N1CCC(C(=O)NCCCOC)CC1	0	x	3	-1	x	-1	x	x
65	Cc1ccc(N2CC(C(=O)NCCS(=O)(=O)N3CCN(c4ccccc4)CC3)CC2=O)cc1C (stereo not given)	0	x	-3	7	-3	8	-1	-3
66	CCCCOc1ccc(CSc2ncn[nH]2)cc1	4	x	2	3	-16	-3	x	x
67	O=C(NC1CCCCC1)N(Cc1cc2cc3c(cc2[nH]c1=O)OCCO3)C1CCCCC1	x	x	-4	1	3	-1	x	x
68	COc1cc(CN2C[C@@H](CO)O[C@@H](n3cnc4c(NCC(C)C)ncnc43)C2)cc(OC)c1OC	-1	0.4	6	0	0	2	3	-8
69	NC(=O)Nc1ccc(C(=O)OCC(=O)c2c[nH]c3ccccc23)cc1	0	0.2	-3	-8	0	1	-2	-42
70	Cc1ccc2ccc[n+](Cc3ccccc3)c2c1	-5	-0.1	-2	5	-11	7	-1	-14
71	COc1ccc(C(=O)COC(=O)CNC(=O)c2cc(OC)cc(OC)c2)cc1	-2	x	1	3	-8	-1	-1	-19
72	CN(C)S(=O)(=O)c1ccc(NC(=O)CCNC(=O)c2ccc([N+](=O)[O-])cc2)cc1	-3	0.9	x	x	-11	x	-5	-13
